Screening results from PubChem.
A549 tox – Nrf2 qHTS screen for inhibitors: counterscreen for cytotoxicity | A549 ARE-Fluc cells, CellTiter-Fluor viability, 18-24 h | Potency, µM (highest dose often 46 µM), for inactives: top-dose activity change, negative = cytotoxicity, hits mostly inhibitors | hit rate 0.16% among 390,000 | AID 504648, 2011; note: potency is the fitted concentration of half-maximal effect; % is set by controls: 0 for no effect and ±100 for the full control effect
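A549 ARE-Fluc cells in 5% FBS OPTI-MEM, 5000 cells/well, rested 2 h then exposed to compounds in concentration-response for 18-24 h at 37 °C. Viability by CellTiter-Fluor fluorescence (Ex 405/Em 525) after 30 min; luciferase luminescence (BugLite, 15 min, RT) read afterwards.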
Nrf2 block – Nrf2 qHTS screen for inhibitors; A549 ARE-Fluc reporter, luciferase luminescence, 18-24 h; hit rate 2.1% among 360,000; Potency, µM (top dose mostly 46 µM), without a hit: at the highest dose activity change, negative = inhibition, usual class: inhibitors; note: potency is the fitted concentration of half-maximal effect; % is set by controls: 0 for no effect and ±100 for the full control effect; nearly all actives have a fitted effect of over 60% in size
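Nrf2 function is reported as luminescence of an ARE-controlled luciferase in A549 cells. Compounds were tested at several concentrations, and a CellTiter-Fluor read on the same wells flagged cytotoxicity.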
Nrf2 activator – qHTS of Nrf2 Activators. AID 624171, 2012. hit rate 0.31% among 410,000. AREc32 ARE-luciferase reporter (MCF7-derived line), luminescence, 24 h. Potency, µM (highest dose often 46.1 µM), for inactives: at the highest dose activation, hits mostly activators; note: potency is the fitted concentration of half-maximal effect; % of control where 0% means no effect; nearly all actives have a fitted effect of over 65% in size
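Each well held 1000 AREc32 cells, which were incubated with compound for 24 hr at 37 deg C after overnight attachment, and ARE reporter activity was quantified by firefly luciferase luminescence.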
Akt phos inh – HTS Assay for Inhibitors of Akt Phophorylation: Primary Screen | Neuro2A IGF-stimulated pAkt S473 HTRF, 20 min; stronger effect = lower value | activity change, % for hits at 50 µM | hit rate 0.32% among 360,000; in the data active = activity change below about -80%; inconclusive = mostly about -51% to -80%; note: % is set by controls: 0 for no effect and ±100 for the full control effect
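Single-point screen (50 µM final compound) in Neuro2A cells stimulated 20 min with 6 nM IGF at 37 deg C. After lysis, Ser473-phosphorylated Akt read by HTRF (ex 330 nm, em 615/665 nm) as the 665/615 ratio.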
CCT chaperon mod – High-Throughput Screening for Modulators of Cytosolic Chaperonin Activity | purified chaperonin ATPase assay, HTRF ADP detection, 30 min | activity change, % (test concentration not listed), hits read low | hit rate 0.3% among 360,000 | AID 651819, 2012; in the data active = activity change below about -30%; note: % is set by controls: 0 for no effect and ±100 for the full control effect
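First, chaperonin was dispensed at 40 nM or 20 nM final depending on batch activity. Next, compounds were pinned at 76 uM and ATP added at 10 uM. After 30 min at 37 °C, ADP detection reagents ran 30 min at ambient temperature.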
EPAC2 antagonist – qHTS for Antagonist of cAMP-regulated guanine nucleotide exchange factor 2 (EPAC2): primary screen. hit rate 0.18% among 360,000. EPAC2 GEF exchange of Rap1B-BODIPY-GDP, fluorescence. Potency, µM (top dose mostly 114 µM), inactives show at the highest dose activity, negative = inhibition, most hits filed as inhibitors; note: potency is the fitted concentration of half-maximal effect; % is set by controls: 0 for no effect and ±100 for the full control effect; nearly all actives have a fitted effect of over 45% in size; many of its hits are not listed in these tables
Target sequence (Q8WZA2 whole entry, looked up): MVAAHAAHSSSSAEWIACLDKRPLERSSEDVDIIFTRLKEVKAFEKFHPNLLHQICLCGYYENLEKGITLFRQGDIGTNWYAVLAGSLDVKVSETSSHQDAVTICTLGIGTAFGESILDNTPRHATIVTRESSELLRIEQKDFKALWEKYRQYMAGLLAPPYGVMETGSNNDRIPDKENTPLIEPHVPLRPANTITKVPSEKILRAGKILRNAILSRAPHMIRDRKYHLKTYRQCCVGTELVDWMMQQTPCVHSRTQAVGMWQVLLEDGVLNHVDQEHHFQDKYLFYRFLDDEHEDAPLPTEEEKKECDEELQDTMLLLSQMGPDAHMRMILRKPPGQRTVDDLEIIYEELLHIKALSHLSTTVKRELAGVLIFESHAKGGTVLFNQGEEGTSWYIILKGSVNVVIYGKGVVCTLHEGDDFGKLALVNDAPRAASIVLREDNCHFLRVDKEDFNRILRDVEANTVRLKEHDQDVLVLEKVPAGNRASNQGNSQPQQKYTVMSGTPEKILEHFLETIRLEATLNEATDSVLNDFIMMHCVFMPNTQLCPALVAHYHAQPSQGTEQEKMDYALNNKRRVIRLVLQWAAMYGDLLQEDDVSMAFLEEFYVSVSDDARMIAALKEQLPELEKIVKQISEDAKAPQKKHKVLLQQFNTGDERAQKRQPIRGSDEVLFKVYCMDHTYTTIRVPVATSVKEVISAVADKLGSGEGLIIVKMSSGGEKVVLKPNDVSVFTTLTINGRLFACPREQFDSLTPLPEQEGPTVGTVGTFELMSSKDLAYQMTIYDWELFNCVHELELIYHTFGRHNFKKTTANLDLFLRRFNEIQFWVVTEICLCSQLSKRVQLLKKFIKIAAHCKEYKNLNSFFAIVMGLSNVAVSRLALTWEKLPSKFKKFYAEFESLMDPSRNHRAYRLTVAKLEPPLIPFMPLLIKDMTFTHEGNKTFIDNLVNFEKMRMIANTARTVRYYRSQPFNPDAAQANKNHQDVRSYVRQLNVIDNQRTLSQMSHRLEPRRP
TGFb SMAD3 inh – qHTS for Inhibitors of TGF-b; HepG2 CAGA-GFP TGF-b/SMAD3 reporter, GFP fluorescence, 18 h; TGF-beta stimulated, 500 pg/mL final; Potency, µM (titrated, usually from 46.1 µM), without a hit: at the top dose activity, negative = inhibition, hits mostly inhibitors; hit rate 1.2% among 410,000; AID 588855, 2011; note: potency is the fitted concentration of half-maximal effect; % is set by controls: 0 for no effect and ±100 for the full control effect; nearly all actives have a fitted effect of over 65% in size
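Read-out: total well GFP (ex488/em500-530) summed from mean per-cell fluorescence. Cells: HEPG2 CAGA-GFP, 1% FBS DMEM, 18 h at 37 degrees C with 500 pg/mL final TGF-beta. Unstimulated wells served as the full-inhibition control; stimulated DMSO wells = 0%.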
MmCpn inh – Inhibitors of TCP-1 ring complex (TRiC) of Methanococcus maripaludis (MmCpn): qHTS; Chaperonin Mm-Cpn (Methanococcus maripaludis); purified Mm-Cpn ATPase, ADP Transcreener TR-FRET; Potency, µM (doses to about 76.9 µM), for inactives: at the top dose activity, negative = inhibition, actives largely listed as inhibitors; hit rate 0.031% among 330,000; note: potency is the fitted concentration of half-maximal effect; % is set by controls: 0 for no effect and ±100 for the full control effect; nearly all actives have a fitted effect of over 80% in size
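TR-FRET (320 nm excitation; 590 and 665 nm emission) reports ADP made from 10 uM ATP by 25 nM enzyme; compounds were preincubated 10 min, reaction run 30 min, both at 37°C.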
EPAC2 agonist – qHTS for Agonist of cAMP-regulated guanine nucleotide exchange factor 4 (EPAC2): primary screen | Rap guanine nucleotide exchange factor 4 (Homo sapiens), Q8WZA2 | EPAC2 activation, biochemical qHTS; response scale: 100% = 6.5 mM cAMP response | Potency, µM (titrated, usually from 154 µM), inactives show at the top dose activation, most hits filed as activators | hit rate 0.079% among 360,000; note: potency is the fitted concentration of half-maximal effect; nearly all actives have a fitted effect of over 50% in size
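Setup: EPAC2 100 nM, labeled Rap1B complex 250 nM, free GDP 50 uM. Compound titrations pinned in, brief spin, 5 min room temperature incubation. Kinetic fluorescence read over 30 min, normalized to 6.5 mM cAMP.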
* hit, by the source's call. Unless noted, calls come from the whole dose curve; as a rule, active = well fitted curve in the direction sought with a large enough effect; inconclusive = small, poorly fitted or top-dose-only effect, or another doubt; inactive = no such curve, though single readings can be large; an effect the other way counts as inactive or inconclusive.

How did C=CCN1C(=O)C(Cc2ccc(Br)cc2)S/C1=N\N=C\c1ccco1 (configuration not stated) do in these assays?
A549 tox: 4%; Nrf2 block: -10%; Nrf2 activator: 4.2%; Akt phos inh: inactive; CCT chaperon mod: -0.1; EPAC2 antagonist: 0%; TGFb SMAD3 inh: -4%; MmCpn inh: -3%; EPAC2 agonist: -5%

What do the screens show for `Nc1nc(-c2ccc(Cl)cc2)nc(-c2ccc(Cl)cc2)n1`?
A549 tox: 0%; Nrf2 block: inconclusive; Nrf2 activator: 2.2%; Akt phos inh: inactive; CCT chaperon mod: 1.9; EPAC2 antagonist: 12%; TGFb SMAD3 inh: 2%; MmCpn inh: 0%; EPAC2 agonist: 3%

Results for COc1ccccc1OCCNC(=O)c1ccccc1OCc1c(C)noc1C ?
A549 tox: -3%; Nrf2 block: -11%; Nrf2 activator: -0.1%; Akt phos inh: inactive; CCT chaperon mod: -2.3; EPAC2 antagonist: 8%; TGFb SMAD3 inh: 14%; MmCpn inh: 1%; EPAC2 agonist: 4%

What do the screens show for `CCOC(=O)c1ccc(NC(=O)CN2C(=O)COc3ccc(Cl)cc32)cc1`?
A549 tox: -9%; Nrf2 block: inconclusive; Nrf2 activator: 0.0%; TGFb SMAD3 inh: 0%

Results for CC(C)c1cc(C(=O)N2CCCC(N3CCN(c4ccccc4F)CC3)C2)nc(N)n1 (configuration not stated) ?
A549 tox: 6%; Nrf2 block: -5%; Nrf2 activator: -0.6%; Akt phos inh: inactive; CCT chaperon mod: 2.2; EPAC2 antagonist: -8%; TGFb SMAD3 inh: 2%; MmCpn inh: inconclusive; EPAC2 agonist: 3%

How did Cc1cc(C)c(OCC(=O)NCCCn2nc(C)cc2C)c(C)c1 do in these assays?
A549 tox: -8%; Nrf2 block: -3%; Nrf2 activator: -0.5%; Akt phos inh: inactive; CCT chaperon mod: -0.1; EPAC2 antagonist: -8%; TGFb SMAD3 inh: 1%; MmCpn inh: 1%; EPAC2 agonist: 0%

How did CCOc1ccc(OCc2ccc(C(=O)NC(C)(C)C)o2)cc1 do in these assays?
A549 tox: -2%; Nrf2 block: inconclusive; Nrf2 activator: 3.1%; Akt phos inh: inactive; CCT chaperon mod: -3.0; EPAC2 antagonist: -17%; TGFb SMAD3 inh: -5%; MmCpn inh: -1%; EPAC2 agonist: 8%

What do the screens show for `CC1(c2cc(F)ccc2F)NC(=O)N(CC(=O)Nc2cccc(S(=O)(=O)N3CCCC3)c2)C1=O` (configuration not stated)?
A549 tox: 0%; Nrf2 block: inconclusive; Nrf2 activator: 0.8%; Akt phos inh: inactive; CCT chaperon mod: -2.7; EPAC2 antagonist: 4%; TGFb SMAD3 inh: 3%; MmCpn inh: -2%; EPAC2 agonist: 7%

Results for O=C(Oc1ccc(N(C(=O)c2ccncc2)S(=O)(=O)c2ccc(Cl)cc2)cc1)c1ccncc1 ?
A549 tox: -5%; Nrf2 block: 0%; Nrf2 activator: -0.4%; Akt phos inh: inactive; CCT chaperon mod: -0.3; EPAC2 antagonist: -13%; TGFb SMAD3 inh: inconclusive; MmCpn inh: 3%; EPAC2 agonist: 14%

How did Nc1ccn(CCCNCC(c2ccccc2)c2ccccc2)c(=O)n1 do in these assays?
Nrf2 activator: 1.6%; Akt phos inh: inactive; CCT chaperon mod: 0.2; EPAC2 antagonist: 2%; TGFb SMAD3 inh: -17%; EPAC2 agonist: 19%

Results for CCc1ccc(OC(C)C(=O)N(Cc2ccccc2)C2CCS(=O)(=O)C2)cc1 (configuration not stated) ?
A549 tox: -5%; Nrf2 block: -23%; Nrf2 activator: 0.9%; Akt phos inh: inactive; CCT chaperon mod: 0.0; EPAC2 antagonist: 0%; TGFb SMAD3 inh: 22%; MmCpn inh: 0%; EPAC2 agonist: 7%

What do the screens show for `Cc1cccc(C(=O)Oc2cc(C)[nH]c(=O)c2[N+](=O)[O-])c1`?
A549 tox: -1%; Nrf2 block: -9%; Nrf2 activator: -0.7%; Akt phos inh: inactive; CCT chaperon mod: 0.0; EPAC2 antagonist: 5%; TGFb SMAD3 inh: -2%; MmCpn inh: 0%; EPAC2 agonist: 8%

How did CCCSc1nnc(NC(=O)c2ccco2)s1 do in these assays?
A549 tox: 2%; Nrf2 block: inconclusive; Nrf2 activator: 2.2%; Akt phos inh: inactive; CCT chaperon mod: 1.4; EPAC2 antagonist: 2%; TGFb SMAD3 inh: 6%; MmCpn inh: 0%; EPAC2 agonist: 3%

Results for CN(Cc1cccnc1)C(=O)CCCc1c[nH]c2ccccc12 ?
A549 tox: 1%; Nrf2 block: 2%; Nrf2 activator: -0.5%; Akt phos inh: inactive; CCT chaperon mod: -2.0; EPAC2 antagonist: 14%; TGFb SMAD3 inh: 7%; MmCpn inh: -7%; EPAC2 agonist: -4%

How did CCC(C)(C)n1nnnc1C(c1cc2cc(OC)ccc2[nH]c1=O)N1CCc2ccccc21 (configuration not stated) do in these assays?
A549 tox: -12%; Nrf2 block: -23%; Nrf2 activator: 4.4%; Akt phos inh: inactive; CCT chaperon mod: -0.4; EPAC2 antagonist: -3%; TGFb SMAD3 inh: -18%; MmCpn inh: -3%; EPAC2 agonist: 1%

How did Cc1ccc(S(=O)(=O)N(C)C)cc1NC(=O)COC(=O)/C=C/c1ccc(F)cc1 do in these assays?
A549 tox: -2%; Nrf2 block: -4%; Nrf2 activator: -0.5%; Akt phos inh: inactive; CCT chaperon mod: -6.4; EPAC2 antagonist: -6%; TGFb SMAD3 inh: 24%; MmCpn inh: 1%; EPAC2 agonist: 8%

How did COc1ccccc1N1CCN(C(=O)c2cccc(S(=O)(=O)Nc3ccccc3F)c2)CC1 do in these assays?
A549 tox: 2%; Nrf2 block: -10%; Nrf2 activator: -2.0%; Akt phos inh: inactive; CCT chaperon mod: 0.4; EPAC2 antagonist: 1%; TGFb SMAD3 inh: -3%; MmCpn inh: -3%; EPAC2 agonist: 9%

Results for COC(=O)N1CCCCC1c1cc(C(=O)N2CCOCC2)no1 (configuration not stated) ?
Nrf2 activator: -0.9%; Akt phos inh: inactive; CCT chaperon mod: -1.2; EPAC2 antagonist: 8%; TGFb SMAD3 inh: 12%; EPAC2 agonist: 11%

What do the screens show for `O=C(Nc1ccon1)c1cc(-c2ccccc2)nc2ccccc12`?
A549 tox: -3%; Nrf2 block: -8%; Nrf2 activator: 1.8%; Akt phos inh: inactive; CCT chaperon mod: -0.2; EPAC2 antagonist: -1%; TGFb SMAD3 inh: 13%; MmCpn inh: 1%; EPAC2 agonist: 14%

What do the screens show for `CCCN(C1CCS(=O)(=O)C1)S(=O)(=O)c1ccc2ccccc2c1` (configuration not stated)?
A549 tox: 1%; Nrf2 block: 1%; Nrf2 activator: -2.4%; Akt phos inh: inactive; CCT chaperon mod: 2.3; EPAC2 antagonist: -25%; TGFb SMAD3 inh: -8%; MmCpn inh: 2%; EPAC2 agonist: 3%

Results for O=C(O)CC1(CC(=O)NCc2ccncc2)CCCCC1 ?
A549 tox: -9%; Nrf2 block: 2%; Nrf2 activator: 0.3%; Akt phos inh: inactive; CCT chaperon mod: -0.7; EPAC2 antagonist: 8%; TGFb SMAD3 inh: inconclusive; MmCpn inh: 1%; EPAC2 agonist: -6%

What do the screens show for `CCC1(c2ccc(F)cc2)NC(=O)N(CC(=O)Nc2ccc(C(N)=O)cc2)C1=O` (configuration not stated)?
A549 tox: 9%; Nrf2 block: -3%; Nrf2 activator: -0.1%; Akt phos inh: inactive; CCT chaperon mod: -1.7; EPAC2 antagonist: -10%; TGFb SMAD3 inh: 30%; MmCpn inh: -15%; EPAC2 agonist: 2%

How did CC(C)(C)OC(=O)N1CCC(CC2CC(c3ccc(Cl)cc3)=NO2)(C(=O)NCC2CCCCC2)CC1 (configuration not stated) do in these assays?
A549 tox: -14%; Nrf2 block: -39%; Nrf2 activator: 2.2%; Akt phos inh: inactive; CCT chaperon mod: 2.1; EPAC2 antagonist: 0%; TGFb SMAD3 inh: inconclusive; MmCpn inh: -3%; EPAC2 agonist: -1%

Results for Cc1ccc(C)c(N2CCN(C(=O)c3cc4c(=O)n(Cc5cccs5)ccc4nc3C)CC2)c1 ?
A549 tox: inconclusive; Nrf2 block: inconclusive; Nrf2 activator: 0.5%; TGFb SMAD3 inh: 10%

Results for NC(=O)COc1ncnc2scc(-c3ccc(F)cc3)c12 ?
A549 tox: -1%; Nrf2 block: 8%; Nrf2 activator: 0.0%; Akt phos inh: inactive; CCT chaperon mod: -4.4; EPAC2 antagonist: -3%; TGFb SMAD3 inh: -9%; MmCpn inh: -5%; EPAC2 agonist: 0%

How did CC(C)(C)n1ncc2c(=O)n(CC(=O)N3CCCCC3)cnc21 do in these assays?
A549 tox: -9%; Nrf2 block: 12%; Nrf2 activator: 0.4%; Akt phos inh: inactive; CCT chaperon mod: -5.4; EPAC2 antagonist: -4%; TGFb SMAD3 inh: 8%; MmCpn inh: -2%; EPAC2 agonist: 1%

How did FC(F)(F)c1ccc2c(c1)[nH]c(=S)n2C1CC1 do in these assays?
A549 tox: 3%; Nrf2 block: inconclusive; Nrf2 activator: 4.5%; Akt phos inh: inactive; CCT chaperon mod: -1.8; EPAC2 antagonist: 2%; TGFb SMAD3 inh: -6%; MmCpn inh: 1%; EPAC2 agonist: 9%

These rows are one share of the data, so the mix of outcomes need not match the whole.
